LMPTP inh = LMPTP (human) inhibition; 0.22% of 360,000 active; recombinant LMPTP-A, OMFP fluorogenic substrate, fluorescence intensity; P24666; AID 651560; inhibition, % at 20 µM;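 active = compounds that cut the enzyme signal by at least half of the control window in the single-dose screen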;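 note: plate controls were DMSO wells with enzyme plus substrate for no effect and substrate without enzyme for full effect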
Target sequence (P24666 whole entry, looked up): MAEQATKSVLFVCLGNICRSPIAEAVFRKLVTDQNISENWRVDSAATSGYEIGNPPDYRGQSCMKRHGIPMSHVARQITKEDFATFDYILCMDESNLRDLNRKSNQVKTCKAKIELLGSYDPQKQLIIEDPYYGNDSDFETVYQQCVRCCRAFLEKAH
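Test system – LMPTP-A enzyme · Amount – LMPTP-A at 0.625 nM final in the reaction · Buffer or medium – Bis-Tris pH 6.0, DTT, detergent · Reagent – OMFP 400 µM · Doses – single 20 µM dose · Schedule – reaction 50 min, room temperature, dark · Detection – fluorescence intensity of OMFP turnover product · Evaluation – percent inhibition versus substrate-only and uninhibited controls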
bovine MsrA act = activators of bovine methionine sulfoxide reductase A; activation, % at 10.6 µM; AID 602163; 0.3% of 360,000 active; purified bovine MsrA, absorbance read-out; in the data active = activation above about 7.5%;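 note: 0% = vehicle and 100% = reference activator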
CendR NRP1 mod = NRP-1/CendR interaction modulation. inhibition, % at 25 µM. 0.85% of 360,000 active. FAM-RPARPAR peptide binding to NRP-1, fluorescence polarization;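 active = inhibition or corrected inhibition above about 18%, plus a signal ratio from 0.5 to 1.5, limit read from the data, passing the limit was not always enough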; note: strong numbers were not always called active
Target sequence (O14786 whole entry, looked up): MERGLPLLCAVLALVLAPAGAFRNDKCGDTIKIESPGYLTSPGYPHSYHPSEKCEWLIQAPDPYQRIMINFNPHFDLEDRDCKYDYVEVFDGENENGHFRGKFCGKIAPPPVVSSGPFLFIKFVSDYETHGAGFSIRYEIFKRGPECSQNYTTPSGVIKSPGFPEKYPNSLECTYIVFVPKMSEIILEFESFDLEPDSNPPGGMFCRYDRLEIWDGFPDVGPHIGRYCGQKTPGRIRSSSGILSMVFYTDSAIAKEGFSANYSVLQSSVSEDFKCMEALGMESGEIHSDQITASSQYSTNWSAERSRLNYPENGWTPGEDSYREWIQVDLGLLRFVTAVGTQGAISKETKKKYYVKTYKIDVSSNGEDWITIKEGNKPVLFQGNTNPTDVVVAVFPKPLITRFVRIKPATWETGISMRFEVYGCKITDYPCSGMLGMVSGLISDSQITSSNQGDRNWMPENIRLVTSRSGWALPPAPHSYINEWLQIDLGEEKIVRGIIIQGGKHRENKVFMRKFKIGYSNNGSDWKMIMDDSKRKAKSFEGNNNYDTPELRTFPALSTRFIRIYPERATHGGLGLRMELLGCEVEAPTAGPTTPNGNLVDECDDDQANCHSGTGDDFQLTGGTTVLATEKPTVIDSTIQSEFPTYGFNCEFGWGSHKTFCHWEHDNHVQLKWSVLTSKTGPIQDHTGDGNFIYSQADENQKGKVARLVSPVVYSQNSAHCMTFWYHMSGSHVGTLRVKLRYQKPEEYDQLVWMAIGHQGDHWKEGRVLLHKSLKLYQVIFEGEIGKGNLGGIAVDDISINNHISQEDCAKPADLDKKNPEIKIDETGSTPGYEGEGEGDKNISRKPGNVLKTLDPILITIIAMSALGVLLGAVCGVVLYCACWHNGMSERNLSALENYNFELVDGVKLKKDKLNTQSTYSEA
MsrA inhibitor = inhibitors of bovine MsrA; purified bovine MsrA, absorbance read-out; inhibition, % at 15.5 µM; 0.75% of 360,000 active; in the data active = inhibition above about 4.5%;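 note: 0% = vehicle wells with enzyme and 100% = reference inhibitor wells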
Scp1 inh = Scp-1 (human) phosphatase inhibition; Recombinant Scp1, phosphopeptide, malachite green phosphate absorbance; Q9GZU7; AID 493091; inhibition, % at 20 µM; 0.88% of 340,000 active;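 active = inhibition above about 50% at 20 µM, limit read from the data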;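 note: plate controls were DMSO wells with enzyme for no effect and wells lacking enzyme for full effect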
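Times: enzyme reaction 45 min at room temperature, colour 5 min, stabilisation 30 min. Material: SCP-1 catalytic fragment, aa 76-261. Medium: Acidic Tris acetate buffer with magnesium and detergent. Signal: colorimetric free-phosphate detection, absorbance 630 nm. Read-out basis: % inhibition of SCP-1 phosphate liberation. Reagent: Phosphorylated 17-residue peptide substrate.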
STEP block = STEP (human) phosphatase inhibition. recombinant STEP, OMFP fluorogenic substrate, fluorescence. inhibition, % at 20 µM. P54829. 0.25% of 360,000 active;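 active = inhibition at 20 µM, scaled per plate between control wells, above about 37%, limit read from the data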;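 note: 0% = DMSO with enzyme and substrate and 100% = substrate only without enzyme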
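Material: STEP (striatal-enriched tyrosine phosphatase) enzyme, cell-free | Medium: 50 mM Bis-Tris pH 6.0 with 2.5 mM DTT and 0.005% Tween 20 | Read-out: Percent inhibition scaled to no-enzyme and uninhibited-enzyme controls, plate-pattern corrected | Signal: Fluorescence read at 480 nm ex / 540 nm em | Times: 20 min reaction, room temperature, in the dark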
SUMO1 PPI mod = SUMO1-SIM interaction modulation. P63165. SUMO1 binding to a labelled peptide, TR-FRET, 1 h. inhibition, % at 20 µM. 0.33% of 360,000 active. AID 602429; in the data active = inhibition above about 37%
eLon inh = inhibits E. coli Lon protease; P0A9M0; purified E. coli Lon protease, fluorescence polarization; inhibition, % at 7.94 µM; 0.42% of 360,000 active; AID 602123; in the data active = inhibition above about 13%, passing the limit was not always enough;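 note: 0% = enzyme with probe and DMSO and 100% = no enzyme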
TbMetRS inhib = Trypanosoma brucei MetRS inhibition. purified T. brucei MetRS, ATP depletion, Kinase-Glo luminescence. inhibition, % at 11.9 µM. 0.4% of 360,000 active. AID 624268;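 active = inhibition above a per-plate cutoff of the control wells' mean inhibition plus 3 SD, cut at about 5.5% in these data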;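 note: 0% = DMSO wells median and 100% = median of wells with control inhibitor compound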
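technique = Kinase-Glo luminescence, ATP depletion format | system = purified MetRS (methionyl-tRNA synthetase) enzyme from Trypanosoma brucei | timing = 15 min preincubation, 2 h reaction, all 25 °C | evaluation = percent inhibition versus plate control medians | dosing = single dose, 11.9 µM final nominal, 0.9% final DMSO | also added = substrates ATP, L-methionine and bulk Escherichia coli tRNA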
DNMT1 block = inhibitors of human DNMT1; P26358; DNMT1 molecular beacon, Hinp1I cleavage, fluorescence; inhibition (reported as % activation of signal), % at 10 µM; 0.83% of 360,000 active; AID 588458; in the data active = inhibition above about 50%
* marks the source's active call; other numbers are inactive results; . = no result given.

SMILES	LMPTP inh	bovine MsrA act	CendR NRP1 mod	MsrA inhibitor	Scp1 inh	STEP block	SUMO1 PPI mod	eLon inh	TbMetRS inhib	DNMT1 block
CCCCCCCc1nn2c(=O)cc(O)nc2s1	-1.0	-1.5	-30.4	-0.2	-27.1	1.6	-0.7	13.2	0.1	7.3
CCCCCn1c(=NC(C)=O)c(C#N)cc2c(=O)n3ccccc3nc21	17.6	0.7	1.2	-1.2	2.2	0.2	-12.3	9.8	0.1	78.3*
COc1ccc(NC(=O)Nc2nnc(CC(=O)NCc3ccccc3)s2)cc1	0.4	-13.9	-4.3	0.7	-4.0	2.7	2.7	2.2	-2.0	6.5
COc1cccc(CNCc2ccc(OC)cc2OC)c1	-1.5	-0.3	-4.2	1.2	-3.7	-4.1	6.0	1.4	-0.6	-4.0
CC(C)(C)NC1=CC(=O)OC12CCCCC2	-1.6	0.6	3.5	-0.5	-1.3	-3.3	1.9	-6.9	-0.7	1.9
O=C(Oc1ccc(F)cc1)N1CCOCC1	-1.4	-2.5	6.3	1.6	2.3	-3.4	4.5	-6.4	-1.8	6.3
Cc1cc2nc(C(C)(C)C)c(Cc3ccccc3)n2c(C)c1Br	0.9	-2.7	-12.5	0.8	.	0.7	2.9	1.2	0.2	11.6
COc1cccc(N2CC(C)Cn3c2nc2c3c(=O)n(CCN3CCOCC3)c(=O)n2C)c1 (centres undefined)	-0.6	-9.5	-6.3	0.3	-6.0	-1.8	1.5	1.4	-1.9	1.9
CC(=O)Nc1ccccc1OCC(=O)N(Cc1ccccc1)C(C)C	0.2	-9.6	38.5*	0.2	0.0	-1.0	-4.6	-1.9	-1.8	0.6
NS(=O)(=O)c1ccc(-c2ccc(/C=N/NC(=O)c3ccccc3O)o2)cc1	1.7	-4.7	-5.0	4.9*	6.0	-1.3	-21.7	3.6	2.9	11.4
CCn1c(C)c(C)c2cc(C(=O)NCCCN3CCCC3)ccc21	2.8	-1.3	-6.8	-0.8	-8.6	2.0	-2.8	-1.8	-0.3	-3.6
Cc1ccc(C2(C)NC(=O)N(CC(=O)NCc3cccc(Cl)c3)C2=O)cc1 (centres undefined)	-1.7	-0.3	-2.8	-0.9	-13.1	1.9	-2.9	-8.1	0.5	-3.8
CNc1c([N+](=O)[O-])cnn1-c1ccccc1F	-1.9	-4.3	-1.6	1.1	-7.3	-2.4	-0.7	-0.7	-0.2	-3.3
CC(=O)Nc1cc2c(cc1[N+](=O)[O-])-c1ccc(F)cc1C2	-0.4	-1.5	-45.9	0.8	-5.3	4.0	-27.9	-23.8	-0.1	-4.4
CCN(CC)S(=O)(=O)c1ccc(C)c(NC(=O)COC(=O)CN2C(=O)NC(C)(C)C2=O)c1	-0.7	0.7	-5.4	-0.7	-5.7	-0.8	3.2	5.9	-0.3	3.2
Fc1ccc2cnc(-c3cccnc3)cc2c1	0.0	-2.5	-5.4	0.9	3.5	1.0	-21.3	-1.2	-0.1	-3.2
C/C(=N/NC(=O)CN1CCN(Cc2ccccc2Cl)CC1)c1cccs1	-0.1	-1.8	1.9	-0.4	-7.0	-0.2	-0.6	-8.6	0.2	1.8
CCc1ccc(S(=O)(=O)NCC2(N3CCOCC3)CCCCC2)cc1	-0.8	-0.8	0.0	-0.9	-5.7	0.4	-3.3	6.3	-0.2	0.1
COc1ccc(OC)c(/C=N/NC(=O)c2[nH]ncc2Br)c1	-1.0	-2.9	13.9	0.0	-5.1	-3.3	-13.8	-1.6	0.1	2.8
Cc1cccnc1NC(=O)c1ccc(S(=O)(=O)N2CCCCCC2)cc1	-0.1	-3.5	-3.2	-0.9	-3.8	1.0	4.4	-13.2	-0.3	-1.2
CCN(CC)CCNC(=O)Cn1c(C)cc2ccccc2c1=O	-1.1	-5.8	-3.5	1.1	-1.1	-0.9	1.5	-3.5	-0.1	1.8
COc1cc(/C=N/NC(=O)C(Cc2c[nH]c3ccccc23)NC(=O)OCC(C)C)cc([N+](=O)[O-])c1OCc1ccccc1 (centres undefined)	0.3	-3.6	4.9	0.2	2.0	4.3	-1.2	-4.6	-0.2	-3.5
O=C(CN1CCc2ccccc2C1)NC1CCCC1	0.4	-5.2	1.7	2.1	-0.9	0.3	-2.7	-6.3	-0.9	-5.3
O=C1CC(c2ccccc2)CC2=C1C(c1ccccn1)Nc1ccccc1N2 (centres undefined)	-1.2	-3.9	-1.8	1.8	-3.8	-0.8	-10.5	-3.6	-1.2	0.0
O=C(O)c1cccc(Nc2ncnc3c2cnn3-c2ccccc2)c1	0.7	-2.3	-11.2	0.9	5.8	0.6	22.0	-2.6	-0.3	0.9
The list goes on.
SMILES	LMPTP inh	bovine MsrA act	CendR NRP1 mod	MsrA inhibitor	Scp1 inh	STEP block	SUMO1 PPI mod	eLon inh	TbMetRS inhib	DNMT1 block
Cc1ccc(C)c(S(=O)(=O)N2CCCOC2CNC(=O)C(=O)NCc2cccs2)c1 (centres undefined)	0.7	-3.1	-3.2	-1.4	-7.2	7.3	0.5	-14.7	0.4	-1.4
COc1ccc(C)cc1S(=O)(=O)NC1CCCCCC1	-0.2	-2.9	-0.7	-1.3	-8.3	0.6	5.8	-2.0	-0.5	1.0
O=C(Cn1cnc2c(oc3ccccc32)c1=O)N1CCN(c2ccccc2)CC1	0.8	-4.9	1.2	-0.9	-2.2	-2.3	0.8	-11.0	-1.1	0.5
Cc1cc(C(=O)N2CCN(S(=O)(=O)c3ccc(F)c(Cl)c3)CC2)c(C)o1	-0.9	3.7	7.5	1.2	-5.7	-5.4	0.3	-11.4	0.0	-2.9
CCc1nnc(NC(=O)c2ccc(F)c(S(=O)(=O)N3CCCCC3)c2)s1	-1.0	-5.4	3.4	0.7	-2.0	0.4	4.9	-9.8	0.0	5.2
CCN(CC)C(=O)c1cccc(-c2csc(C(C)(NC(C)=O)c3ccc(OC)cc3)n2)c1 (centres undefined)	-0.9	-0.5	3.9	-1.1	.	1.1	-0.3	-6.9	-0.1	1.5
N#Cc1c(N2CCCC2)ccc(Br)c1Cl	0.6	-11.2	-0.4	6.0*	-7.9	-1.0	7.1	8.7	-1.1	5.3
COc1ccc(/C=C2/S/C(=N/S(=O)(=O)Cc3ccccc3)NC2=O)cc1OC	1.4	-9.6	3.9	2.4	1.9	0.2	-19.9	-14.1	-0.9	3.2
CC(C)Cc1nc2sc3c(c2c(=O)n1N)CC(C(C)C)OC3 (centres undefined)	0.0	2.6	-3.9	-0.2	-7.4	3.1	-11.1	4.3	-0.1	0.2
Cc1nn2c3ccccc3n(Cc3ccccc3)c2nc1=O	-0.4	0.3	3.2	1.5	-3.3	1.0	2.9	12.6	-0.3	0.3
CC(C)n1nc(C(=O)Oc2cc(Cl)ccc2Cl)c2ccccc2c1=O	-0.5	0.2	5.4	-0.2	-10.3	0.5	-1.2	-0.8	0.3	1.9
Cc1cccc(C)c1N=Cc1c(O)n(-c2nccs2)c(=O)c2ccccc12	0.4	-6.9	4.3	.	3.3	0.4	-5.2	0.4	-0.9	-2.8
CC(C)Sc1nnc([C@@H]2CCCN2C(=O)OC(C)(C)C)o1	-0.2	1.6	-6.1	-0.4	12.0	4.3	-2.1	2.5	0.3	2.8
CCOc1ccc(/C=N/NC(=O)c2csc(C)c2C)c(OCC)c1	-0.4	-4.5	-0.5	2.2	-7.1	-0.4	-0.5	-5.8	-0.8	0.6
CCc1noc(C)c1C(=O)N(C)CC(=O)Nc1ccc(Br)cc1C	0.1	-6.4	5.5	0.3	3.1	-0.4	-2.5	-1.4	-0.5	0.2
CCOC(=O)CSC1=C(C#N)C(c2ccccc2C)C2=C(CCCC2=O)N1 (centres undefined)	-0.2	-2.9	6.7	0.3	-6.7	-0.6	-11.6	-7.6	-0.1	-0.8
CC(=O)N1CCN(c2ccc(NC(=O)c3cccc(C)c3)cc2)CC1	-2.6	-11.8	-10.9	0.5	-3.9	-5.8	4.0	-6.3	-1.2	7.4
COc1ccc(NC(=O)C(c2ccc(OC)cc2)n2c(=O)c(-c3cc4ccccc4[nH]3)nc3ccccc32)cc1 (centres undefined)	3.4	.	-5.1	1.1	.	.	0.8	.	-0.4	.
O=C(N/N=C/c1cccc2cccnc12)c1ccccc1O	0.1	-4.1	-13.0	3.4	-9.4	3.2	-27.1	-1.9	0.1	1.7
CN(C)C(=O)CCc1ccc2c3c([nH]c2c1)[C@]1(C)[C@@H](C(=O)N2CCOCC2)C[C@H](CC(=O)NCCc2ccccn2)C(=O)N1CC3	-8.3	-2.0	-1.1	0.6	6.5	-2.4	-4.0	-3.2	-0.1	4.2
Nc1ncnc2nc(SCCOc3ccc(Cl)cc3)[nH]c12	9.2	-1.1	-15.9	0.0	-4.6	-1.9	3.9	1.4	5.7*	3.5
COc1ccc(NC(=O)Cc2c[nH]c3ccccc23)cc1S(=O)(=O)N1CCCCC1	1.6	-1.7	-1.5	0.0	-14.2	6.9	3.4	12.3	1.1	-12.2
O=C(Cn1cc(C(F)(F)F)ccc1=O)N/N=C/c1cccc(Cl)c1Cl	-0.1	-3.6	-19.6	-1.0	-8.2	0.2	-3.4	-1.6	-0.1	-1.4
CCCCC(C(=O)NC1CCCC1)N(Cc1ccco1)C(=O)Cn1nnc(-c2ccc(F)cc2)n1 (centres undefined)	1.7	-3.3	10.3	0.0	-7.2	1.8	1.1	-5.1	-0.2	-1.9

5 records picked at random from the list so far:
SMILES	LMPTP inh	bovine MsrA act	CendR NRP1 mod	MsrA inhibitor	Scp1 inh	STEP block	SUMO1 PPI mod	eLon inh	TbMetRS inhib	DNMT1 block
CN(C)C(=O)CCc1ccc2c3c([nH]c2c1)[C@]1(C)[C@@H](C(=O)N2CCOCC2)C[C@H](CC(=O)NCCc2ccccn2)C(=O)N1CC3	-8.3	-2.0	-1.1	0.6	6.5	-2.4	-4.0	-3.2	-0.1	4.2
O=C(N/N=C/c1cccc2cccnc12)c1ccccc1O	0.1	-4.1	-13.0	3.4	-9.4	3.2	-27.1	-1.9	0.1	1.7
O=C(Cn1cnc2c(oc3ccccc32)c1=O)N1CCN(c2ccccc2)CC1	0.8	-4.9	1.2	-0.9	-2.2	-2.3	0.8	-11.0	-1.1	0.5
Cc1ccc(C)c(S(=O)(=O)N2CCCOC2CNC(=O)C(=O)NCc2cccs2)c1 (centres undefined)	0.7	-3.1	-3.2	-1.4	-7.2	7.3	0.5	-14.7	0.4	-1.4
CCc1nnc(NC(=O)c2ccc(F)c(S(=O)(=O)N3CCCCC3)c2)s1	-1.0	-5.4	3.4	0.7	-2.0	0.4	4.9	-9.8	0.0	5.2

Assay outcomes (PubChem BioAssay)

Compounds were not picked by outcome; 4.3% or so of the library scored in one or more.
